Bioassay records: PubChem, National Center for Advancing Translational Sciences (NCATS)
ATXN2 expr inh – ATXN2 expression inhibition; HEK-293 ATXN2-luciferase reporter, luminescence, 24 h; Potency, µM (series often up to 57 µM), for inactives: at the highest dose activity change, negative = inhibition, usual class: inhibitors; 360,000 compounds, 0.72% hits; AID 1745845; also: potency is read from the fitted curve at half-maximal effect; % is scaled to controls: 0 for no effect and ±100 for the full control effect; nearly all actives have a fitted effect of over 55% in size
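ATXN2-luciferase reporter cells (luciferase flanked by upstream and downstream ATXN2 gene portions) were treated 24 h at 37 °C with compounds at up to 57 uM. SteadyGlo luminescence gave expression; GF-AFC fluorescence gave viability.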
S2 tox – viability counter-screen for ATXN expression inhibitors. S2 cells (HEK-293 line with an ATXN2-luciferase reporter) viability, CellTiter-Fluor protease fluorescence, 24 h. Potency, µM (highest dose often 56.7 µM), actives largely listed as cytotoxic. 400,000 compounds, 0.49% hits. AID 651635; also: potency is read from the fitted curve at half-maximal effect; nearly all actives have a fitted effect of over 40% in size
SW480 rereplic – induces DNA re-replication in SW480 colon adenocarcinoma cells | SW480 DNA re-replication, Hoechst DNA content imaging, 48 h | Potency, µM (highest dose often 46.1 µM), inactives show at the top dose re-replication activation, most hits filed as activators | 340,000 compounds, 1.8% hits | AID 624297; also: potency is read from the fitted curve at half-maximal effect; % of control where 0% means no effect; nearly all actives have a fitted effect of over 55% in size
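First, 250 cells per well were seeded. Next, compound or vehicle (23 nL) was pinned in, plates sat 48 hr at 37 C. Finally Hoechst was added for 40 min before fluorescence scanning.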
HT1080NT lethal – kills 2HG-producing HT-1080-NT fibrosarcoma cells | Potency, µM (titrated, usually from 46.1 µM), for inactives: top-dose activity, negative = less viability, usual class: cytotoxic | HT-1080-NT fibrosarcoma viability, CellTiter-Glo ATP luminescence, 48 h | AID 686970 | 360,000 compounds, 1.6% hits;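 also: NT is the 2HG producing partner of a matched IDH1 knockdown line; potency is read from the fitted curve at half-maximal effect; 0% = DMSO-treated cells and -100% = media-only wells without cells; nearly all actives have a fitted effect of over 55% in size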
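Viability by CellTiter-Glo luminescence after 48 h compound exposure at 37C of HT-1080-NT cells (750/well, RPMI, 5% FBS). % activity scaled between DMSO wells and medium-only wells, then curve-fitted and categorized by curve class.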
KB-3-1 tox – kills parental KB-3-1 adenocarcinoma cells. AID 1347075. Potency, µM (series often up to 46.1 µM), inactives show at the highest dose activity change, negative = cytotoxic, usual class: cytotoxic. KB-3-1 viability, CellTiter-Glo ATP luminescence, 72 h. 400,000 compounds, 1.4% hits; also: potency is read from the fitted curve at half-maximal effect; % is scaled to controls: 0 for no effect and ±100 for the full control effect; nearly all actives have a fitted effect of over 60% in size
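Cytotoxicity in the drug-sensitive parental line KB-3-1 was scored as loss of CellTiter-Glo luminescence following 72 h incubation with compound. Values come from curve fitting of normalized concentration-response data.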
KB-V1 cytotox – KB-V1 MDR subline cytotoxicity; 400,000 compounds, 3.4% hits; Potency, µM (series often up to 46.1 µM), without a hit: top-dose activity change, negative = cytotoxicity, actives largely listed as cytotoxic; AID 1347076; KB-V1 MDR cells viability, CellTiter-Glo, 72 h; also: potency is read from the fitted curve at half-maximal effect; % is scaled to controls: 0 for no effect and ±100 for the full control effect; nearly all actives have a fitted effect of over 60% in size
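Drug-selected KB-V1 cells, grown in DMEM lacking phenol red with 10% FBS, receive compound titrations; after three days at 37 degrees C, surviving cell ATP is quantified by CellTiter-Glo luminescence and responses normalized and curve-fitted.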
MCF10A rerep – DNA re-replication induction in MCF 10a cells; 350,000 compounds, 2.9% hits; MCF 10A DNA re-replication, Hoechst nuclear intensity, 48 h; Potency, µM (series often up to 46.1 µM), without a hit: at the highest dose activity, positive = re-replication, most hits filed as activators; also: potency is read from the fitted curve at half-maximal effect; % of control where 0% means no effect; nearly all actives have a fitted effect of over 50% in size
IL1B secr inh – inflammasome signaling inhibition, IL-1 beta readout. THP-1 LPS/ATP IL-1B secretion, AlphaLISA, 16 h; hits give low values. activity change, % at 57.5 µM. 360,000 compounds, 4.7% hits. AID 743279; in the data active = activity change below about -50%; inconclusive = mostly about -30% to -49%; also: % is scaled to controls: 0 for no effect and ±100 for the full control effect
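THP-1 cells pretreated 1 hr with compounds (up to 57.5 uM final), then stimulated with LPS (250 ng/mL final) plus ATP (1.25 mM final); secreted IL-1B measured by AlphaLISA after 16 hr, decreased signal indicating inhibition.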
HT1080 IDH1KD tx – HT-1080 IDH1 knockdown cell toxicity (counter line); HT-1080 IDH1 knockdown viability, ATP luminescence, 48 h; Potency, µM (series often up to 46.1 µM), inactives show at the top dose activity, negative = toxicity, actives largely listed as cytotoxic; 360,000 compounds, 2% hits; AID 686971;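 also: potency is read from the fitted curve at half-maximal effect; 0% = DMSO wells and -100% = cell-free medium wells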
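Assay cells: HT-1080 with IDH1 knockdown, 750 per well, RPMI/5% FBS. Exposure: 48 h at 37 °C following 2 h pre-incubation. Read: CellTiter-Glo luminescence; fitted concentration-response, curve class assigned.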
Starred values were filed as active, the others as inactive; i = inactive; ? = inconclusive; . = not tested or not shown; [ ] = another dose, or the depositor's remark. Unless noted, calls follow the shape of the dose curve; as a rule, active = well fitted curve in the direction sought with a large enough effect; inconclusive = small, poorly fitted or top-dose-only effect, or another doubt; inactive = no such curve, though single readings can be large; an effect the other way counts as inactive or inconclusive.

#1 CCN(Cc1cc2ccccc2[nH]c1=O)S(=O)(=O)c1ccc(OC)cc1
#2 O=C(NCc1ccncc1)[C@@H]1CCCN1C(=O)[C@@H]1CCCN1C(=O)c1ccccc1Cl
#3 CC(C)NC(=S)NN=C1CCC(c2ccccc2)CC1 (stereo not drawn)
#4 CCc1ccc(Nc2nnc(SCC(=O)Nc3cccc(S(=O)(=O)NC4=NCCCCC4)c3)s2)cc1
#5 Cn1cnc(S(=O)(=O)N2CCCCC2c2cc(C(=O)NCc3ccc(Cl)c(Cl)c3)no2)c1 (stereo not drawn)
#6 O=C(COc1ccccc1)Nc1ccccc1Cl
#7 O=C(Nc1ccc(Cl)cc1)C(c1ccccc1)N(CCO)CCO (stereo not drawn)
#8 Cc1ccc(-n2ncc3c(NCc4ccco4)ncnc32)c(C)c1
#9 Cc1ccc(NC(=O)CN2C(=O)S/C(=C/c3ccc(-c4cccc(C(=O)O)c4)o3)C2=O)cc1
#10 COc1ccccc1NC(=O)CN1CCN(S(=O)(=O)c2ccc(Br)cc2)CC1
assay / compound	1	2	3	4	5	6	7	8	9	10
ATXN2 expr inh	-8%	-8%	-9%[11.3 µM]	47%[activator]	0%	.	9%	-3%	-22%	-6%
S2 tox	i	i	i	?	?	i	i	i	i	?
SW480 rereplic	?	.	21µM*	?	.	?	-6%	-6%	?	-4%
HT1080NT lethal	-6%	2%	7%	-1%	?	12%	-4%	-3%	2%	7%
KB-3-1 tox	-6%	8%	-1%	5%	-4%	1%	-4%	-5%	2%	-9%
KB-V1 cytotox	-21%	0%	14%	-16%	-3%	-7%	2%	?	15%	?
MCF10A rerep	16%	.	-12%	?	.	-6%	2%	3%	14%	-2%
IL1B secr inh	0	43	10	0	-12	-2	-3	-1	26	26
HT1080 IDH1KD tx	1%	1%	12%	-2%	-33%	10%	-17%	2%	7%	9%

#11 Fc1ccc(CSc2nnc(-c3cccs3)o2)cc1
#12 Cc1nc(-c2cccc(S(=O)(=O)N3CC(C)OC(C)C3)c2)cs1 (stereo not drawn)
#13 Cn1c(=O)cc(NCc2ccccc2)[nH]c1=O
#14 O=C(Nc1nc(-c2cccnc2)cs1)c1ccc(S(=O)(=O)N2CCOCC2)cc1
#15 COc1ccc(/C(C)=N/NC(=O)c2cc(C)[nH]n2)c(OC)c1
#16 C=CCC1(C)C(=O)N(c2ccccc2)c2ccccc21 (stereo not drawn)
#17 Cc1noc(C)c1COC(=O)CCCc1nc2ccccc2s1
#18 c1ccc(OCc2nc3c4c(ncn3n2)-c2ccccc2CC42CCCC2)cc1
#19 CC(=O)Nc1ccc(NC(=O)CSc2nnc(COc3ccccc3C)n2CC2CCCO2)cc1 (stereo not drawn)
#20 COC(=O)[C@]1(Cc2ccccc2)N[C@H](CN(C)C(=O)Nc2ccc(C)cc2)[C@@H]2C(=O)N(C)C(=O)[C@@H]21
assay / compound	11	12	13	14	15	16	17	18	19	20
ATXN2 expr inh	70%[activator]	-16%	-1%	-4%	14%	-2%	-8%	-2%	-24%	0%
S2 tox	i	i	i	i	i	i	i	i	?	i
SW480 rereplic	-40%[inhibitor]	-3%[9.22 µM]	-8%	0%	-29%	-698%[inhibitor]	-1%	0%	-2%	24%
HT1080NT lethal	?	-5%	-17%	6%	-5%	-1%	-3%	8%	-3%	0%
KB-3-1 tox	-12%	0%	-7%	-2%	-14%	8%	1%	-4%	0%	0%
KB-V1 cytotox	?	-23%	-3%	0%	-17%	-8%	14%	?	6%	-2%
MCF10A rerep	23%	-2%	0%	3%	12%	-1%	13%	?	-9%	?
IL1B secr inh	-19	5	7	3	-12	4	20	8	11	34
HT1080 IDH1KD tx	20%	-4%	-2%	-2%	14%	-1%	-1%	4%	0%	-7%

#21 O=C(Nc1ncccn1)C12CC3CC(CC(C3)C1)C2
#22 Cc1oc2c(F)c(F)c(F)c(F)c2c1S(=O)(=O)Nc1cccc(C(F)(F)F)c1
#23 Cc1ccc(NC(=O)C2CCN(S(=O)(=O)c3c(C)noc3C)CC2)cc1
#24 CCOC(=O)c1ccc(-n2c(CN(CC)CC)nc3ccc([N+](=O)[O-])cc3c2=O)cc1
#25 CCCCn1c(=O)nc2n(-c3ccc(Cl)cc3)c3ccccc3cc-2c1=O
#26 COCCNC(=O)c1cc2c(c(-c3cccc(-c4cc5ccccc5o4)c3)n1)[C@H](CCO)N(S(=O)C(C)(C)C)C2 (stereo partly drawn)
#27 CN1CCN(S(=O)(=O)c2ccc(N3CCN(S(=O)(=O)/C=C/c4ccccc4)CC3)nc2)CC1
#28 COc1ccccc1C(=O)NCC(=O)OCC(=O)Nc1nnc(-c2ccccc2)o1
#29 O=C(CSc1nc(N2CCCCC2)nc(N2CCCCC2)n1)Nc1nccs1
#30 CCOc1ccc(CN(C)C(=O)CN2C(=O)NC3(CCCc4ccccc43)C2=O)cc1 (stereo not drawn)
assay / compound	21	22	23	24	25	26	27	28	29	30
ATXN2 expr inh	10%	?	-18%	.	-5%	-13%	-27%	3%	-18%	-6%
S2 tox	i	?	i	i	i	?	i	i	i	i
SW480 rereplic	0%	?	.	6%	-4%	.	?	-24%	-8%	-13%
HT1080NT lethal	13%	3.3µM*	.	-3%	-3%	?	-21%	-4%	0%	-20%
KB-3-1 tox	8%	-11%	2%	-5%	-1%	0%	-23%	1%	?	-30%
KB-V1 cytotox	5%	0%	-10%	9%	8.2µM*	18µM*	-7%	-5%	1%	0%
MCF10A rerep	-2%	16µM*	.	-2%	-5%	.	7.3µM*	0%	-3%	10%
IL1B secr inh	18	-8	.	36	-8	-8	-8	-14	1	-3
HT1080 IDH1KD tx	8%	18µM*	.	-3%	0%	?	-12%	-1%	-1%	-2%

#31 CCCCN1C(=O)C(=O)N(CC(=O)Nc2cc(OCC)c(N3CCOCC3)cc2OCC)C1=O
#32 O=C(CN1CCCCC1)Nc1nnc(-c2ccccc2)s1
#33 COc1ccc(N(CC(=O)NCCSC2CCCCC2)S(=O)(=O)c2ccccc2)cc1OC
#34 O=C1C(Cc2ccc(O)cc2)NC(=S)N1C1CCCCC1 (stereo not drawn)
#35 C=CCSc1nc2c(c(=O)[nH]1)C(c1ccccc1)C(C#N)=C(N)O2 (stereo not drawn)
#36 N/C(=N\OC(=O)c1cccc2ccccc12)c1cccnc1
#37 CCCS(=O)(=O)N1CCC(C(=O)NCCN(CC)c2ccccc2)CC1
#38 CC(=O)NS(=O)(=O)c1ccc(NC(=O)/C=C/c2ccccc2Cl)cc1
#39 CCOc1ccc(-c2nnc(SCC(=O)Nc3ccc4c(c3)c3ccccc3n4CC)n2N)cc1
#40 S=C(NCc1ccc(Cl)cc1)Nc1ccccc1
assay / compound	31	32	33	34	35	36	37	38	39	40
ATXN2 expr inh	-8%	20%	0%	1%	.	89%[activator]	3%	-3%	32µM*	1%
S2 tox	i	i	i	i	i	i	i	i	.	i
SW480 rereplic	-7%	0%	10%	-4%	-11%	-10%	-2%	25%	?	1%
HT1080NT lethal	7%	7%	-1%	-21%	6%	-15%	8%	0%	?	-27%
KB-3-1 tox	0%	0%	.	1%	3%	8%	1%	-2%	-28%	3%
KB-V1 cytotox	-3%	?	.	-11%	?	12%	-9%	?	-31%	-1%
MCF10A rerep	-5%	3%	13%	1%	-2%	-2%	-5%	10%	10µM*	-27%
IL1B secr inh	24	-6	-2	9	7	36	6	-8	-16	-23
HT1080 IDH1KD tx	18%	9%	0%	-12%	-1%	-11%	4%	-2%	?	-11%

Entries of single compounds, looked up by structure:
Listed for CCCCN1C(=O)C(=O)N(CC(=O)Nc2cc(OCC)c(N3CCOCC3)cc2OCC)C1=O = ATXN2 expr inh = -8%; S2 tox = i; SW480 rereplic = -7%; HT1080NT lethal = 7%; KB-3-1 tox = 0%; KB-V1 cytotox = -3%; MCF10A rerep = -5%; IL1B secr inh = 24; HT1080 IDH1KD tx = 18%
Listed for c1ccc(OCc2nc3c4c(ncn3n2)-c2ccccc2CC42CCCC2)cc1 = ATXN2 expr inh = -2%; S2 tox = i; SW480 rereplic = 0%; HT1080NT lethal = 8%; KB-3-1 tox = -4%; KB-V1 cytotox = ?; MCF10A rerep = ?; IL1B secr inh = 8; HT1080 IDH1KD tx = 4%

The listing continues:
#41 CN1C(=O)Cc2cc(S(=O)(=O)CCC(=O)Nc3cccc(C(F)(F)F)c3)ccc21
#42 CCCOc1ccc(/C=N/Nc2ccc(C(=O)O)cc2)c(OCCC)c1
#43 COc1cccc(NC(=O)COC(=O)c2ccc(C)c(S(=O)(=O)N3CCCCC3)c2)c1
#44 O=C(O)CCCC(=O)NNc1nc(-c2ccccc2)c2cc(Cl)ccc2n1
assay / compound	41	42	43	44
ATXN2 expr inh	-4%	9%	-5%	.
S2 tox	i	i	i	i
SW480 rereplic	.	?	-17%	-8%
HT1080NT lethal	.	-21%	-9%[9.24 µM]	-1%
KB-3-1 tox	-2%	2%	?	5%
KB-V1 cytotox	?	-3%	-2%	-2%
MCF10A rerep	.	7.3µM*	-8%	2%
IL1B secr inh	.	?	-30	1
HT1080 IDH1KD tx	.	?	0%	11%

Reprinted at random: four records from the list
#42 CCCOc1ccc(/C=N/Nc2ccc(C(=O)O)cc2)c(OCCC)c1
#44 O=C(O)CCCC(=O)NNc1nc(-c2ccccc2)c2cc(Cl)ccc2n1
#43 COc1cccc(NC(=O)COC(=O)c2ccc(C)c(S(=O)(=O)N3CCCCC3)c2)c1
#41 CN1C(=O)Cc2cc(S(=O)(=O)CCC(=O)Nc3cccc(C(F)(F)F)c3)ccc21
assay / compound	42	44	43	41
ATXN2 expr inh	9%	.	-5%	-4%
S2 tox	i	i	i	i
SW480 rereplic	?	-8%	-17%	.
HT1080NT lethal	-21%	-1%	-9%[9.24 µM]	.
KB-3-1 tox	2%	5%	?	-2%
KB-V1 cytotox	-3%	-2%	-2%	?
MCF10A rerep	7.3µM*	2%	-8%	.
IL1B secr inh	?	1	-30	.
HT1080 IDH1KD tx	?	11%	0%	.
